HTR5A inv ag = counter-screen for OPRM1-OPRD1 inverse agonists: human HTR5A inverse agonism. hit rate 0.083% among 340,000. P47898. inhibition, % at 9.3 µM. AID 504634. HTR5A cell line, luminescence; in the data active means inhibition mostly above about 23%, no sharp cut-off; inactive means mostly below about 18%;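 further: 0% = cells with DMSO and 100% = no-cell wells with DMSO; some compounds called inactive have numbers as strong as hits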
Target sequence (P47898 whole entry, looked up): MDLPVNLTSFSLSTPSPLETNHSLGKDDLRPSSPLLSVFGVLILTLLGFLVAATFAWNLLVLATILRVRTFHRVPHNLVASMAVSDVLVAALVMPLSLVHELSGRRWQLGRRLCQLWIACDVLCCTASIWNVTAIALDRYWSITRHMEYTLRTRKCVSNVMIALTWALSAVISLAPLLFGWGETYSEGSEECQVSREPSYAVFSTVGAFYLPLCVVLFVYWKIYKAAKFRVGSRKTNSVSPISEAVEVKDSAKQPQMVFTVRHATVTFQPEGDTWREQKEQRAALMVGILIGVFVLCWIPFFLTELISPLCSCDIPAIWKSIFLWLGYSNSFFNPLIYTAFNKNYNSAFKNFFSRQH
OPRM1-OPRD1 ag = agonists of human mu-delta opioid receptor heterodimerization. P35372+P41143. cells, OPRM1-OPRD1 heterodimerization, luminescence. activation, % at 9.3 µM. hit rate 0.3% among 340,000. AID 504326; in the data active means activation above about 18%;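 further: 0% = vehicle-treated cells and 100% = reference agonist; values of inactives mirror those of a sister screen read the other way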
V-ATPase pH = yeast V-ATPase proton transport regulation by pHLuorin. S. cerevisiae, pHLuorin cytosolic pH fluorescence. response, % at 10 µM. hit rate 0.37% among 350,000. AID 504577; in the data active means response mostly above about 7.3%, no sharp cut-off; inactive means mostly below about 5.4%; further: actives read high; inactives centre near 0; some compounds called inactive have numbers as strong as hits; reference of the scale not given here
CAL-PDZ inh HTS = blocks peptide binding to the human CAL PDZ domain. purified CAL PDZ, TMR-peptide fluorescence polarization, 1 h. Q9HD26. hit rate 0.92% among 300,000. inhibition, % at 24.9 µM;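 active means mean inhibition of at least 30% with at least half of replicates also reaching 30%; inconclusive means no clear call, values can overlap the other calls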;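 further: 0% = DMSO neutral control and 100% = excess unlabeled competitor peptide PRC23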
HTR5A ag = activates human HTR5A in OPRM1-OPRD1 agonist counter-screen | P47898 | HTR5A agonist assay, luminescence, cell-based | activation, % at 9.3 µM | hit rate 0.61% among 340,000; in the data active means activation mostly above about 9.5%, no sharp cut-off; inactive means mostly below about 7.6%;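 further: 0% = cells with vehicle only and 100% = reference agonist; strong numbers were not always called active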
C-LANA FP = KSHV C-LANA DNA binding inhibition | MBP-C-LANA/FAM-LBS DNA binding, fluorescence polarization | inhibition, % at 9 µM | hit rate 0.078% among 340,000;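 active means highest replicate inhibition at or above 60% at 9 µM, even if other replicates fall short; inactive means all replicates below 60% inhibition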;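 further: 0% = neutral control wells and 100% = 4 µM acridine orange control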
Cardiac RTF inh = cardiac RTF calcium desensitization; inhibition, % at 7.15 µM; P19429+P45379; IANBD-labeled cardiac RTF, Ca2+ fluorescence; hit rate 0.12% among 340,000; AID 493244;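 active means inhibition above the mean inhibition of all tested compounds plus 3 SD, cut at about 17% in these data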;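 further: assay run at fixed EC70 calcium of 1.6 mM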
Keap1 Nrf2 FP = Keap1-Nrf2 (human) interaction inhibition; Q14145; Keap1 Kelch-Nrf2 peptide fluorescence polarization, 1536-well; inhibition, % at 9.4 µM; hit rate 0.15% among 340,000; in the data active means inhibition above about 12%; inconclusive means no clear call, values can overlap the other calls; inactive means below about 7.3%;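 further: human Keap1 Kelch domain with fluorescein labeled Nrf2 9mer peptide probe; 0% = neutral control wells and 100% = peptide positive control; higher means more block of Keap1 binding to Nrf2 peptide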
Target sequence (Q14145 whole entry, looked up, the tested form may be a part): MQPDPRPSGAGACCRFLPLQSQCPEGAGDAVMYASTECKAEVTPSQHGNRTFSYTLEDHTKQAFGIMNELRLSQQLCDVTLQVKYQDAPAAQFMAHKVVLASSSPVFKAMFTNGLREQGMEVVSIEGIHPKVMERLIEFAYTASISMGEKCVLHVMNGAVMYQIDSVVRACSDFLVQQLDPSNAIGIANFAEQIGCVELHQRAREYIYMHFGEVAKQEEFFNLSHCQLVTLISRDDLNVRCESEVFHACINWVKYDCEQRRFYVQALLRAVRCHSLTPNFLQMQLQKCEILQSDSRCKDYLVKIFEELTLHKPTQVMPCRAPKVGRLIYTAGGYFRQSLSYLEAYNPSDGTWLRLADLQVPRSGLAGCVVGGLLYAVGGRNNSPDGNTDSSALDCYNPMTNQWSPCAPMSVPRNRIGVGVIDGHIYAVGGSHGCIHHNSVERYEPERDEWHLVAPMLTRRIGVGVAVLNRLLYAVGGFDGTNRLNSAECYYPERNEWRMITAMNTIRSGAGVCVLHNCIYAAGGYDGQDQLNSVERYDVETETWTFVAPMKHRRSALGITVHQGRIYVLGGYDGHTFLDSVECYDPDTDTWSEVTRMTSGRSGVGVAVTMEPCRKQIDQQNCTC
MOR-DOR inv ag = inverse agonists of human mu-delta opioid receptor heterodimerization | P35372+P41143 | inhibition, % at 9.3 µM | hit rate 0.21% among 340,000 | cell-based MOR-DOR heterodimer luminescence, inverse agonism | AID 504357; in the data active means inhibition above about 22%, passing the limit was not always enough;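 further: 0% = cells with DMSO and 100% = wells without cells with DMSO; values of inactives mirror those of a sister screen read the other way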
RTF Ca sens act = increases calcium sensitivity of human cardiac regulated thin filaments; IANBD-labeled TnC RTF fluorescence at EC20 calcium; 0% EC20 calcium, 100% full calcium; activation, % at 7.2 µM; hit rate 0.24% among 340,000; P19429+P45379;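 active means activation above the mean over all tested compounds plus 3 SD, cut at about 30% in these data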;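 further: rise in fluorescence read as greater calcium sensitivity of cardiac thin filaments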
* = called active by the depositor; u = inconclusive; x = no result given.

SMILES	HTR5A inv ag	OPRM1-OPRD1 ag	V-ATPase pH	CAL-PDZ inh HTS	HTR5A ag	C-LANA FP	Cardiac RTF inh	Keap1 Nrf2 FP	MOR-DOR inv ag	RTF Ca sens act
Cc1c(N=Cc2c(O)n(C3CCCCC3)c(=O)[nH]c2=O)c(=O)n(-c2ccccc2)n1C	-23	2.9	19*	-3	8	-1.6	-23	-3	-16	7
Cc1cc2c(cc1C)N(Cc1ccccc1)C1=NCCCN12	-20	-3.8	5	1	-4	-0.1	-11	-8	19	-3
Nc1ccccc1SC(C[N+](=O)[O-])c1ccccc1 (configuration not stated)	-6	-1.4	5	-6	7	-0.4	4	-5	7	-2
COc1ccc(CC(=O)NC(=S)NNC(=O)COc2c(C)cccc2C)cc1	9	-0.9	1	-5	-3	2.4	3	-4	5	0
O=C(NCc1ccccn1)c1cc(-c2ccccc2Cl)on1	-29	-1.5	0	-3	-4	1.0	7	0	9	-3
Cc1nc2cc(NS(=O)(=O)c3ccccc3F)ccc2s1	-12	-2.2	0	-21	4	-1.2	9	5	11	9
O=C(Nc1nccs1)c1cc(S(=O)(=O)N2CCCCC2)ccc1Cl	-5	-1.0	7	x	5	-0.5	-4	0	4	3
CCn1c(Cc2ccccc2)nnc1SCC(=O)Nc1ccc(N)cc1	-20	-0.8	-1	-1	-2	1.3	9	-4	5	-5
O=C(CSc1nc2ccccc2c(=O)n1NC(=O)c1ccccc1)c1ccccc1	-3	-1.8	1	-3	1	-0.4	-4	0	9	-2
CCc1ccc([C@H]2C(C(=O)O)=C[C@@H](CC3CCCC3)N2S(=O)(=O)c2ccc(C)cc2)cc1	-9	-1.6	1	6	3	2.6	5	3	7	-3
COc1ccccc1N(C)S(=O)(=O)c1ccc(C(=O)NCC2CCCCC2)cc1	-5	-1.7	2	-5	-1	1.1	-5	-6	6	1
O=C(CCN1CCOCC1)Nc1ccc2c(c1)N(C(=O)CN1CCOCC1)c1ccccc1CC2	-12	-0.3	0	-3	1	-0.2	-6	0	2	0
COc1cc(OC)cc(-c2c(-c3ccc(F)cc3)c3cc(-c4ccc5c(c4)OCCO5)ccc3n2C)c1	-11	-1.3	1	0	-3	0.0	-25	-2	7	2
CC1Cc2nc(SCC(=O)OCc3ccccc3)n(C)c(=O)c2S1 (configuration not stated)	30	-1.8	-4	2	-1	3.2	0	0	11	-4
O=C(c1cccs1)c1no[n+]([O-])c1C(=O)c1cccs1	-9	0.3	2	-1	3	-0.4	1	-5	-2	5
c1ccc(Cc2nn3c(C4COc5ccccc5O4)nnc3s2)cc1 (configuration not stated)	-30	1.8	2	-2	2	1.0	-9	-3	-10	10
Cc1[nH]n(-c2ccc(F)cc2)c(=O)c1/C=N/c1sc2c(c1C#N)CCCC2	-5	-0.1	2	-4	2	0.4	-6	-5	0	-1
Cn1sccc1=O	13	-1.7	7	-4	1	-1.4	9	1	10	-4
CC(C)(C)C(=O)Nc1ccccc1C(=O)Nc1ccccn1	13	-1.0	9	-1	0	-0.3	0	4	6	1
CCCc1cc(-n2ccnc2)n2c(nc3ccccc32)c1C#N	21	-1.1	0	-2	1	-2.3	-29	-23	5	13
COc1ccc(OC)c(C(=O)c2ccc(C(=O)Nc3ccc(NC(C)=O)cc3)cc2)c1	-5	2.2	-3	-2	2	-1.8	2	-5	-11	0
CCOC(=O)C(Cc1ccc(O)cc1)NC(=O)CNC(=O)C(CC(C)C)NC(=O)OC(C)(C)C (configuration not stated)	6	0.4	0	-2	0	0.0	1	2	-2	-7
COc1ccccc1-c1noc(CCC(=O)NC2CCCC2)n1	7	-1.3	1	-9	-3	1.1	2	-5	7	1
CSc1oc(-c2ccco2)nc1S(=O)(=O)c1ccc(F)cc1	-24	-1.2	2	-10	3	-0.4	-6	1	7	2
O=S(=O)(c1ccc2ccccc2c1)N1CCN=C1SCc1cccnc1	-3	1.4	-1	-4	1	-0.8	-25	-4	-10	1
CS(=O)(=O)N(CC(=O)NCCSC1CCCCC1)c1ccc2c(c1)OCO2	-32	-2.1	24*	x	3	2.6	-4	u	9	3
COc1ccc(C(=O)Nc2ccc(S(=O)(=O)Nc3onc(C)c3C)cc2)c(OC)c1	5	-2.1	-2	-8	-2	-0.4	7	2	12	1
O=C(CSCc1ccc(Br)cc1)Nc1ccc(S(=O)(=O)N2CCCCCC2)cc1	-16	4.3	2	-2	2	-1.2	-10	-2	-25	13
Cc1ccc(S(=O)(=O)Nc2ccc3c(c2)OCCO3)cc1C	7	1.4	3	8	-3	0.8	-5	-2	-8	6
O=C1c2ccccc2C(=O)N1CC(O)COc1ccc(Cl)cc1 (configuration not stated)	-43	-1.6	-1	5	11	1.0	1	-3	9	-1
Cc1ccnc(NS(=O)(=O)c2ccc(NC(=O)CCOc3ccccc3)cc2)n1	-3	0.7	2	0	2	-1.2	1	-7	-4	5
C=C(C)c1cccc(C(C)(C)NC(=O)N(Cc2ccccc2)Cc2ccco2)c1	-17	-0.6	-1	-2	6	1.3	-4	0	3	-1
Cc1cc(F)ccc1S(=O)(=O)Nc1ccccc1C(=O)N1CCCC1	5	2.9	-4	-4	-2	-0.9	-8	-2	-11	3
CN(Cc1ccccc1)C(=O)N1CCOCC1	-6	0.6	-6	-2	2	-3.6	4	1	-3	15
CC1CCCN(C(=O)C(C)Sc2nc(-c3ccccc3)cc(C(F)(F)F)n2)C1 (configuration not stated)	16	3.6	-3	-5	1	0.5	-1	-3	-21	9
Cc1scc(-c2n[nH]c(=S)n2C(C)c2ccccc2)c1C (configuration not stated)	35	6.4	-1	-2	-1	1.3	6	-3	-34	4
C=CCOc1cccc(C2c3c(oc4ccccc4c3=O)C(=O)N2c2ccccn2)c1 (configuration not stated)	9	0.1	2	2	-3	-0.3	-5	-4	0	7
O=C(OCC(=O)N1CCc2ccccc21)c1c2c(nc3ccccc13)CCCCC2	1	-0.8	2	-1	0	1.9	6	-1	5	-9
NCCN=C1NS(=O)(=O)c2ccccc21	-14	-1.7	-3	-1	1	-1.2	-3	3	10	0
CC1CN(S(=O)(=O)c2cccc(C(=O)N=c3sccn3C)c2)CC(C)O1 (configuration not stated)	11	0.8	0	2	-4	-1.2	-18	-8	-6	-2
O=C(COc1ccc(Cl)cc1)NNC(=O)c1ccc(=O)[nH]c1	-6	-2.8	-4	-3	1	-2.2	-5	-4	15	-2
C=CCNC(=S)N1CCN(CCN=CC2=C(O)CC(c3ccco3)CC2=O)CC1 (configuration not stated)	17	-1.7	1	-6	5	1.8	4	-5	9	1
CCC(C(=O)Nc1cc(OC)c(NC(=O)c2ccccc2)cc1OC)c1ccccc1 (configuration not stated)	-19	-4.2	2	-5	5	-9.2	-3	-5	21	1
CCn1c(SCC(=O)O)nnc1-c1ccccc1	-27	-0.2	-3	-2	-1	-0.6	-53	-7	1	-3
CCN(CCCNC(=O)Cn1ncc2c([nH]c3ccc(C)cc32)c1=O)c1ccccc1	7	0.8	-2	x	4	0.1	-5	4	-4	0
COc1ccc(N2CCN(C(=O)CCC(=O)N3Cc4ccccc4Oc4ncccc43)CC2)cc1	-4	-1.5	-2	-5	-5	1.3	-7	4	8	5
CCN(CC(=O)NCC1CCCO1)S(=O)(=O)c1ccc(Cl)cc1 (configuration not stated)	-6	-2.2	-1	0	2	-0.8	2	-3	9	2
CCOC(=O)C1CCCN(C(=O)c2ccc3oc(Cc4ccccc4)nc3c2)C1 (configuration not stated)	-7	-3.2	-6	0	0	0.0	2	-5	16	-4
COc1ccc([N+](=O)[O-])cc1N(CC1CO1)S(=O)(=O)c1ccc(C)cc1 (configuration not stated)	3	-0.2	-3	3	-1	1.3	-5	-4	1	4
O=C(NCc1cccnc1)/C(=C/c1ccccc1)NC(=O)c1ccccc1	2	-0.1	-3	2	-1	-1.1	-7	-3	0	1

The list goes on, overlapping the part above by 2 compounds.
SMILES	HTR5A inv ag	OPRM1-OPRD1 ag	V-ATPase pH	CAL-PDZ inh HTS	HTR5A ag	C-LANA FP	Cardiac RTF inh	Keap1 Nrf2 FP	MOR-DOR inv ag	RTF Ca sens act
COc1ccc([N+](=O)[O-])cc1N(CC1CO1)S(=O)(=O)c1ccc(C)cc1 (configuration not stated)	3	-0.2	-3	3	-1	1.3	-5	-4	1	4
O=C(NCc1cccnc1)/C(=C/c1ccccc1)NC(=O)c1ccccc1	2	-0.1	-3	2	-1	-1.1	-7	-3	0	1
CCCCn1c(SCC(=O)Nc2cccc(OC)c2)nc2ccc(N3CCOCC3)cc2c1=O	2	2.5	3	-1	-1	-1.0	-5	1	-13	2
CC1(C)Cc2ccccc2C(N/N=C/c2ccc(Cl)cc2)=N1	-42	3.6	0	-2	2	0.4	7	6	-20	-4
N#Cc1ccc(OCC(=O)OCC(=O)NCCC2=CCCCC2)cc1	-12	-2.2	-1	-4	4	1.1	-8	-2	13	-2
COc1ccccc1C(=O)C1CCCN(C(=O)Nc2ccccc2F)C1 (configuration not stated)	-17	-1.6	4	-1	2	-0.5	2	-5	8	-6
Fc1ccc(Nc2nc(N3CCOCC3)nc(N3CCOCC3)n2)cc1	19	-3.9	-4	-3	4	-0.3	-3	-1	20	-2
COc1ccccc1C1C2=C(N=C3SCC(=O)N31)c1ccccc1CC2 (configuration not stated)	10	-2.7	1	-5	-1	-0.2	0	-7	12	-5
O=C(Nc1ccc(-c2nc3ccccc3s2)cc1)c1cc(-n2cnnc2)ccc1Cl	-6	0.1	4	-2	2	-1.6	4	-3	0	7
CCN(CC)c1ccc(NC(=O)c2cnccn2)cc1S(=O)(=O)Nc1ccc(OC)cc1	1	-0.9	1	-2	-1	0.9	-10	0	4	2
N=c1n(CCN2CCOCC2)c2ccccc2n1CC(=O)c1cccc([N+](=O)[O-])c1	x	x	-3	-3	x	-1.5	2	-2	x	6
Cc1ccnc(NC(=O)CCc2c(C)nc3ncnn3c2C)c1	0	0.5	1	x	-1	0.4	-12	2	-2	4
CC(C)(C)c1ccc(NC(=S)NCCc2ccccn2)cc1	-11	-2.8	-1	-7	-3	-0.1	0	-5	14	4
COc1ccc(C(=O)NC2CC2)cc1OC1CCN(Cc2ccccc2O)CC1	-14	-3.1	-3	-1	0	3.1	-7	1	17	-4
O=C(CSc1ccc(Cl)cc1)Nc1ccc(NC(=O)c2ccco2)cc1	9	-0.7	-1	-8	4	0.5	-10	-7	4	7
CC(C)(C)NC(=O)c1cnn2c1NC(c1ccc(F)cc1)CC2C(F)(F)F (configuration not stated)	-9	0.7	1	-4	4	-1.4	7	-6	-3	1
CCN(CC(=O)Nc1c(F)cccc1F)C(=O)c1cc(-c2cccs2)nn1-c1ccccc1	-18	0.1	8	-3	1	-0.3	-18	-1	-1	-3
CCCCCCNCc1c(F)cccc1Cl	10	0.0	1	0	-3	-2.5	-5	-5	0	-1
COc1ccc(-c2ccccc2)cc1NCc1ccccc1C	12	2.5	1	-1	-4	0.0	0	-2	-13	4
